Assay outcomes from PubChem.
Yfh1-depleted yeast: mitochondrial function rescue without frataxin homolog – Friedreich's ataxia, plus single-dose screen, dose response (AID 1465). fold induction at 50 µM, or EC50 in µM where a hit was titrated. 220,000 compounds, 0.074% hits. S. cerevisiae Yfh1-off respiration, WST-1 reduction, 72 h; higher fold induction means a stronger effect;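 active = fold induction of absorbance versus untreated yeast above a set limit, then at least 30% activation at any dose in follow-up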;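 note: activators that raise dye reduction in frataxin-depleted yeast; strong numbers were not always called active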
bCat nuc transl: beta-catenin nuclear translocation modulation; HeLa beta-catenin nuclear translocation, immunofluorescence imaging; nuclear translocation activity, % at 5 µM; 190,000 compounds, 0.3% hits; AID 1665;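 active = nuclear translocation activity above 50% at 5 µM, with a well cell count of 50 or more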;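 note: per-cell ratio of nuclear to cytoplasmic median beta-catenin stain intensity; plate controls were DMSO negative control for no effect and GSK-3 inhibitor IX positive control for full effect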
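Test system: human HeLa cell line; Doses: 5 µM primary, 0.02–20 µM confirmation; Incubation: 24 h compound exposure, 37°C; Detection: beta-catenin immunofluorescence imaging with DAPI; Read-out: beta-catenin nuclear/cytoplasmic ratio, % activation.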
Insulin prom up: MIN6 insulin promoter up-regulation | MIN6 insulin promoter-GFP reporter, high-content imaging; stronger effect = higher value | 190,000 compounds, 0.3% hits | z-score at 5 µM;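 active = z-score above 3 at 5 µM with at least 500 cells counted in the well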
NOD2 inhibition: NOD2 signaling inhibitors, cell-based, luminescence, uHTS, HEK293 (AID 1566); HEK293 NOD2/NF-kB luciferase reporter, luminescence; higher % means a stronger effect; inhibition, % at 4 µM, or EC50 in µM where a hit was titrated; 290,000 compounds, 0.63% hits; in the data active = inhibition above about 50%; note: many of its hits are not listed in these tables
MT stabilizer: stabilizes microtubules in HeLa cells. HeLa tubulin immunostaining HCS, 24 h; share of cells brighter than vehicle mean+2SD. % tubulin-high responders, % at 10 µM. 200,000 compounds, 0.83% hits. AID 2205;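 active = plate Z-score above 3 for both tubulin-high and condensed-nucleus cell shares, with cell loss under 80%, at 10 µM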;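 note: anti alpha tubulin signal scored within the nucleus-defined area of each cell; some results filed as inactive read as strong as hits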
WT yeast gro inh: growth inhibition of WT yeast, mitochondrial fusion screen; 190,000 compounds, 2.1% hits; mitochondrial fusion phenotypic screen, WT strain; inhibition, % at 10 µM; in the data active = inhibition above about 58%; tested in S. cerevisiae
Dynein cargo inh: blocks dynein driven cargo transport along microtubules. 3617.4 mouse cells, GR-EGFP nuclear translocation imaging; test concentration mostly 20 µM; stimulated with dexamethasone, 1 µM; stronger effect = lower value. AID 1381. z-score, hits read low. 220,000 compounds, 0.47% hits;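 active = plate z-score of nuclear minus cytoplasmic receptor signal below a set negative limit, without overly bright fluorescence or cell loss, cut at about -3.5 in these data, passing the limit was not always enough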;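 note: z-score of nuclear minus cytoplasmic ring GR-EGFP intensity difference per well; some compounds called inactive have numbers as strong as hits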
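Buffer or medium: Induction medium lacking tetracycline, stripped serum | Also added: Dexamethasone agonist, 1.0 µM final, for 30 min | Timing: 48 h induction, 1 h compound, 30 min dex at 37 °C | Detection: Formaldehyde fixation, Hoechst nuclear stain, 10x automated fluorescence imaging | Measure: Nuclear versus cytoplasmic GR-EGFP signal, averaged per well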
Autophagy mod: alters autophagy in cells; 190,000 compounds, 0.98% hits; AID 463193; calls only at 10 µM (by protocol); MEF GFP-LC3 puncta imaging; test concentration mostly 10 µM;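 active = percentage of spot-positive cells more than 3 SD above its plate mean, without a fluorescence outlier flag or 80% toxicity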;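 note: spot-positive cell cutoff set from DMSO-treated cells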
Hep lipid drop: modulators of hepatic lipid droplet formation; AML12 mouse hepatocytes, oleate lipid droplets, BODIPY imaging; inhibition, % at 6.5 µM; 240,000 compounds, 0.4% hits; AID 1656;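 active = lipid droplet intensity inhibited by at least 50%, with more than 500 cells counted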
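Assay system: AML12 hepatocytes (mouse) / Also added: 100 µM oleic acid challenge / Times: overnight treatment with compound plus oleate / Detection: high-content imaging of BODIPY-stained droplets and DAPI nuclei / Evaluation: % inhibition of lipid droplet signal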
WT yeast gro inh mutant strain: recorded beside WT yeast gro inh, whose call it bears; inhibition, %; mitochondrial fusion phenotypic screen, mutant strain inhibition
Dynein cargo inh cytoplasmic EGFP: further read-out of Dynein cargo inh, marked with its call; z-score; measured here: cytoplasmic GR-EGFP intensity; stronger effect = higher value
Dynein cargo inh nuclear GR-EGFP: further read-out of Dynein cargo inh, marked with its call; z-score; measured here: nuclear GR-EGFP intensity;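 lower value marks the stronger effect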
Dynein cargo inh cell count: second read-out of Dynein cargo inh, no call of its own (marks repeat the call); z-score; measured here: cell count per field
Insulin prom up cell count: further read-out of Insulin prom up, marked with its call; cell count; measured here: cytotoxicity, nuclei count;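 total cells summed across four imaged fields per well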
Hep lipid drop cells 6.5 µM: recorded beside Hep lipid drop, whose call it bears; cell count; measured here: cell count, cytotoxicity flag;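 cells counted across two imaged fields per well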
bCat nuc transl cell count 5 µM: second read-out of bCat nuc transl, no call of its own (marks repeat the call); cell count; measured here: cell count, cytotoxicity flag
MT stabilizer Hoechst-high %: further read-out of MT stabilizer, marked with its call; % Hoechst-high responders; measured here: nuclear condensation Hoechst responders;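 share of cells brighter than vehicle mean plus two SD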
MT stabilizer cytotoxicity %: also measured in MT stabilizer; calls as there; toxicity, %; measured here: cytotoxicity by cell density;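 0% = mean cell density of plate MIN control wells and 100% = no cells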
Autophagy mod cell loss 18 h: also measured in Autophagy mod; calls as there; toxicity, %; measured here: cell loss, nuclei count;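 cell loss after 18 h compound exposure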
* = called active by the depositor; i = inactive; x = no result given.

SMILES	Yfh1-depleted yeast	bCat nuc transl	bCat nuc transl cell count 5 µM	Insulin prom up	Insulin prom up cell count	NOD2 inhibition	MT stabilizer	MT stabilizer Hoechst-high %	MT stabilizer cytotoxicity %	WT yeast gro inh	WT yeast gro inh mutant strain	Dynein cargo inh	Dynein cargo inh cytoplasmic EGFP	Dynein cargo inh nuclear GR-EGFP	Dynein cargo inh cell count	Autophagy mod	Autophagy mod cell loss 18 h	Hep lipid drop	Hep lipid drop cells 6.5 µM
COc1ccc(NC(=O)CN(C)S(=O)(=O)c2cccc3nsnc23)cc1OC	i	-0.1	576	-0.6	1375	6%	5.4	1.4	9.2	-8	3	0.27	1.1	0.84	0.37	i	13	20	780
CN(CC(=O)Nc1cccc(S(=O)(=O)NC2=NCCCCC2)c1)Cc1ccc(C(C)(C)C)cc1	i	0.3	1010	-0.35	1197	14%	2.8	2.6	4.2	-6	10	0.44	-0.33	0.7	-0.82	i	-4	-3	710
CCCSC1=C(C#N)C(c2cc(OC)ccc2OC)CC(=O)N1 (stereo not drawn)	i	3.6	1013	1.2	1189	24%	0.6	3.0	9.4	14	3	0.74	-0.17	0.66	0.069	i	-16	-12	728
CC1Cc2ccccc2N1C(=O)CNCCCN(C)C (stereo not drawn)	x	-4.1	1097	0.77	926	-4%	1.3	1.5	3.3	-22	2	-0.8	-0.042	-0.41	0.31	i	0	11	914
C=C(C)[C@@H]1CC[C@]2(C(=O)O)CC[C@]3(C)[C@H](CC[C@@H]4[C@@]5(C)CC[C@H](O)C(C)(C)[C@@H]5CC[C@]43C)[C@@H]12	i	-1.3	1205	x	x	19%	x	x	x	x	x	-0.23	-0.69	-0.14	0.37	x	x	2	607
CN(C)S(=O)(=O)c1ccc(Cl)c(NC(=O)COC(=O)c2ccc(O)cc2)c1	i	-1.6	1157	0.1	1450	22%	3.0	2.5	16	-10	-18	-0.3	1.8	0.32	-1.4	i	-1	-3	667
COc1ccccc1N1CCN(C(=O)C(C)N(c2ccc(C)c(C)c2)S(C)(=O)=O)CC1 (stereo not drawn)	i	x	x	-1.7	1192	3%	2.9	2.1	5.5	16	31	0.18	-0.25	-0.01	0.55	i	28	-1	696
OCCN(Cc1ccccc1)Cc1nc(CC2CC2)no1	i	-1.3	976	-0.8	1472	2%	2.5	2.3	9.0	-11	1	-0.63	-0.21	-0.13	0.38	i	34	-2	679
Cc1ccc(S(=O)(=O)N2CCN(c3nc(C)c4c(c3C#N)CC(C)(C)OC4)CC2)cc1	i	1.4	1213	-1.9	1318	1%	6.0	3.4	2.8	5	1	0.51	-0.17	0.57	-0.13	i	-3	x	x
CC(C)CC(OC(=O)c1cccs1)C(=O)NCc1cccs1 (stereo not drawn)	i	-6.4	1220	-0.36	1213	4%	4.0	1.6	3.0	-3	-7	-0.15	-0.48	-0.18	0.15	i	3	-7	711
Cc1cccc(OCCCC(=O)Nc2ccc(N(C)C)cc2)c1	i	x	x	0.88	1143	-71%	2.6	1.5	7.4	0	-21	-0.36	-0.2	-0.026	0.85	i	-6	-2	705
O=C(CCNc1n[nH]c(=O)[nH]c1=O)N/N=C/c1ccc(C(F)(F)F)cc1	i	1.9	1042	-1	1157	13%	1.4	0.9	1.4	-1	10	-0.61	-0.3	-0.46	0.76	i	2	-4	706
CC(C)(C)C(=O)Nc1sc2c(c1C#N)CCCCC2	i	-2.4	1127	0.4	1282	-13%	3.3	1.4	5.9	12	-2	-0.46	-0.24	-0.28	-0.2	i	-2	4	671
Cc1nc2nc(-c3ccccc3)[nH]n2c(=O)c1Cc1ccccc1	i	x	x	x	x	-18%	3.1	1.8	5.8	34	5	-0.47	-0.064	-0.58	-0.4	i	-3	20	738
CCCn1c(SCC(=O)N2CCN(S(=O)(=O)c3ccc(Cl)cc3)CC2)n[nH]c1=O	i	-0.9	1150	x	x	-3%	4.1	2.7	6.2	9	-7	0.086	-0.27	0.33	-0.82	i	-8	19	805
COCC(C)NS(=O)(=O)c1ccc(OC)cc1 (stereo not drawn)	i	-0.5	1130	0.48	1224	-1%	4.8	3.7	10.0	-9	-18	-0.8	-0.34	-0.25	0.53	i	4	x	x
CCCCOC(=O)c1ccc(NC(=O)c2nn(C)cc2Br)cc1	i	x	x	x	x	-5%	2.9	1.9	5.0	60*	23*	0.047	-0.17	0.38	-1.2	i	-12	-15	732
Cc1ccc2c(c1)c(-c1ccccc1)nc1nncn12	i	-2.5	1056	0.93	1384	15%	4.1	2.6	5.2	-8	-24	-0.095	-0.22	0.17	0.23	i	15	19	717
Cc1cc(NC(=O)c2cc3n(n2)C(C(F)(F)F)CC(c2ccco2)N3)no1 (stereo not drawn)	i	x	x	-0.3	966	4%	3.9	3.0	5.2	0	-4	-0.27	-0.22	0.12	0.49	i	6	x	x
Cc1ccc(S(=O)(=O)NC2=C(N3CCN(c4ccccc4F)CC3)C(=O)c3ccccc3C2=O)cc1	i	-1.3	1326	-0.38	1433	-89%	1.8	0.6	12	54	39	-0.5	0.073	-0.25	0.37	i	3	x	x
CCC(Sc1nc2n[nH]c(C)c2c(=N)n1-c1cccc(Cl)c1C)C(=O)N(CC)CC (stereo not drawn)	i	-5.0	859	1.1	1133	14%	3.0	2.4	3.4	-20	-16	-0.26	-0.21	-0.015	0.53	i	-10	x	x
Cc1ccc(-c2nc3ccccn3c2NCc2ccc3c(c2)OCO3)cc1	i	0.6	1229	-0.59	1408	-71%	3.2	2.2	4.8	-11	0	-0.24	-0.11	-0.73	0.15	i	2	x	x
Nc1ccc(S(=O)(=O)NC(=O)c2ccccc2)cc1	i	x	x	x	x	19%	2.9	2.3	11	5	0	-0.4	-0.067	0.32	0.27	i	11	-5	745
CCOc1ccc(N(C(C)C(=O)NCc2ccco2)S(C)(=O)=O)cc1 (stereo not drawn)	i	x	x	0.45	857	7%	1.8	1.6	5.3	-8	-14	-0.6	-0.26	-0.16	1	i	-10	-3	719
CCOc1ccc(Nc2nc(Cc3nnc(SCC(=O)NCC4CCCO4)n3C)cs2)cc1 (stereo not drawn)	x	-0.7	1417	-0.54	1338	-4%	1.8	2.4	13	-3	-4	0.35	-0.2	0.28	-0.085	i	-7	x	x
c1ccc(-n2nnnc2SCc2cccc(CSc3nnnn3-c3ccccc3)n2)cc1	i	-1.3	1242	-0.51	1027	-3%	3.6	2.2	2.8	6	-1	0.97	-0.23	0.39	0.078	i	3	-34	734
CN(CCO)c1nc(N)c2c(N)nc3c(c2c1C#N)CC(=O)N3C1CCCC1	i	x	x	x	x	-12%	3.0	2.0	4.1	21	19	-0.25	-0.016	-0.6	-1.6	i	-10	x	x
Fc1ccc(C[n+]2csc3ccccc32)cc1	i	x	x	x	x	0%	1.1	1.5	8.9	19	9	0.46	-0.15	0.0013	-1.3	i	-5	x	x
COc1ccccc1C(=O)NC(C)c1nc2ccccc2[nH]1 (stereo not drawn)	i	-0.8	1414	0.17	1568	4%	4.2	3.0	4.6	4	-4	-0.6	-0.087	-0.3	0.62	i	10	x	x
Cc1cccc(-n2ncc3c(NCc4cccs4)ncnc32)c1	i	0.8	1114	-0.39	1340	-95%	10	6.6	6.9	11	-8	-0.53	-0.18	-0.058	0.93	i	5	1	779
CCn1c(CNc2cccc(Cl)c2)nnc1SCc1ccccc1	i	0.9	1148	-0.03	1317	-8%	1.2	1.0	12	24	18	-0.48	-0.15	-0.13	-0.5	i	1	x	x
CC1(C)CC(=O)C2=C(C1)C(c1cn(-c3ccccc3)nc1-c1ccccc1)C(C#N)=C(N)O2 (stereo not drawn)	i	-0.9	1111	-0.36	1383	-3%	10	2.4	9.3	-9	-13	-0.77	-0.17	-0.34	0.17	i	-1	1	672
COc1ccc(OC)c(C(c2nnnn2C2CCCC2)N2CCc3ccccc3C2)c1 (stereo not drawn)	x	-0.8	1165	-1.2	1141	-16%	3.5	2.2	0.2	33	-14	-0.85	-0.2	-0.4	1.4	i	5	2	707

One compound at a time (already shown):
O=C(CCNc1n[nH]c(=O)[nH]c1=O)N/N=C/c1ccc(C(F)(F)F)cc1 as listed: Yfh1-depleted yeast: i; bCat nuc transl: 1.9; bCat nuc transl cell count 5 µM: 1042; Insulin prom up: -1; Insulin prom up cell count: 1157; NOD2 inhibition: 13%; MT stabilizer: 1.4; MT stabilizer Hoechst-high %: 0.9; MT stabilizer cytotoxicity %: 1.4; WT yeast gro inh: -1; WT yeast gro inh mutant strain: 10; Dynein cargo inh: -0.61; Dynein cargo inh cytoplasmic EGFP: -0.3; Dynein cargo inh nuclear GR-EGFP: -0.46; Dynein cargo inh cell count: 0.76; Autophagy mod: i; Autophagy mod cell loss 18 h: 2; Hep lipid drop: -4; Hep lipid drop cells 6.5 µM: 706
CCC(Sc1nc2n[nH]c(C)c2c(=N)n1-c1cccc(Cl)c1C)C(=O)N(CC)CC (stereo not drawn) as listed: Yfh1-depleted yeast: i; bCat nuc transl: -5.0; bCat nuc transl cell count 5 µM: 859; Insulin prom up: 1.1; Insulin prom up cell count: 1133; NOD2 inhibition: 14%; MT stabilizer: 3.0; MT stabilizer Hoechst-high %: 2.4; MT stabilizer cytotoxicity %: 3.4; WT yeast gro inh: -20; WT yeast gro inh mutant strain: -16; Dynein cargo inh: -0.26; Dynein cargo inh cytoplasmic EGFP: -0.21; Dynein cargo inh nuclear GR-EGFP: -0.015; Dynein cargo inh cell count: 0.53; Autophagy mod: i; Autophagy mod cell loss 18 h: -10; Hep lipid drop: x; Hep lipid drop cells 6.5 µM: x

Not all compounds are listed; count on the stated rates, not on these rows.
